# Peg3 promoter: inhibitors of Peg3 promoter. hit rate 1.7% among 360,000. HeLa PEG-Prom luciferase reporter, luminescence, overnight. AID 588405. inhibition, % at 20 µM;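 active = inhibition of at least 50% at 20 µM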
# PDI inh: PDI (human) enzyme inhibition; P07237; PDI insulin aggregation turbidity, A650, 90 min; inhibition, % at 10 µM; hit rate 0.052% among 350,000; AID 588391;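 active = mean inhibition across replicates of 30% or more, whatever share of single replicates reach that level; inconclusive = mean inhibition below 30% while every single replicate reaches 30%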;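 note: absorbance from insulin aggregation driven by PDI reduction with DTT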
# Target sequence (P07237 whole entry, looked up): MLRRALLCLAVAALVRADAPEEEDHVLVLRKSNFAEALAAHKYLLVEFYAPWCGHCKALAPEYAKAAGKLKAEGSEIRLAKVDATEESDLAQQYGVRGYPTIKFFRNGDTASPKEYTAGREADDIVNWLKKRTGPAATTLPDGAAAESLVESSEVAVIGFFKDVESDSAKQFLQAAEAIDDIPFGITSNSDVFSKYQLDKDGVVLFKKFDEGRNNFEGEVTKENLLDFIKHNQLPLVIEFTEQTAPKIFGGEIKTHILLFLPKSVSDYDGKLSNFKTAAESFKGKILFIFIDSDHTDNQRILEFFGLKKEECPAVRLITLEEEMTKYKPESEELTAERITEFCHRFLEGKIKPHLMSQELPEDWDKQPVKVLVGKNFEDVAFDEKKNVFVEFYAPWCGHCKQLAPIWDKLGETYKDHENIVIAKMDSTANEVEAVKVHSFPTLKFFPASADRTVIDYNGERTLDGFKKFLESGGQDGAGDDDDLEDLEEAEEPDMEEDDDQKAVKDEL
# CaV13 FRET inh: Primary screen for inhibitors of IQ motif and Ca2+-dependent inactivation inhibitor domain binding in CACNA1D, Förster resonance energy transfer in living cells, …; HEK cells, CFP/YFP FRET ICDI-IQ, plate reader, 10 min; percent FRET-ratio fall versus neutral wells; inhibition, % at 12.3 µM; hit rate 0.098% among 340,000; AID 743397;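 active = mean replicate inhibition of at least 30% and at least 1% of replicates passing that level; inconclusive = only one of the two criteria is met; inactive = neither criterion is met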;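 note: 0% = median of the neutral control wells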
# KKLEB cytotox: counter-screen for CF NF-kB inhibitors: cytotoxicity; hit rate 0.36% among 360,000; activity change (cytotoxicity), % at 5 µM; KKLEB CF airway cells viability, ATPlite luminescence, overnight; hits give low values; cells stimulated with P. aeruginosa culture filtrate;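 active = corrected activity change at or below -50% at 5 µM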
# NR2E3 ag-1: agonists of human nuclear receptor NR2E3; GST-NR2E3/biotin-RetCOR TR-FRET, 1536-well; Q9Y5X4; inhibition of corepressor binding, % at 4.78 µM; hit rate 0.12% among 320,000; AID 2300;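 active = percent inhibition above the cutoff of mean plus 3 SD of all tested compounds, set per screening campaign, cut at about 20% in these data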;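 note: 0% = DMSO wells and 100% = biotin wells as full block of FRET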
# Target sequence (Q9Y5X4 whole entry, looked up): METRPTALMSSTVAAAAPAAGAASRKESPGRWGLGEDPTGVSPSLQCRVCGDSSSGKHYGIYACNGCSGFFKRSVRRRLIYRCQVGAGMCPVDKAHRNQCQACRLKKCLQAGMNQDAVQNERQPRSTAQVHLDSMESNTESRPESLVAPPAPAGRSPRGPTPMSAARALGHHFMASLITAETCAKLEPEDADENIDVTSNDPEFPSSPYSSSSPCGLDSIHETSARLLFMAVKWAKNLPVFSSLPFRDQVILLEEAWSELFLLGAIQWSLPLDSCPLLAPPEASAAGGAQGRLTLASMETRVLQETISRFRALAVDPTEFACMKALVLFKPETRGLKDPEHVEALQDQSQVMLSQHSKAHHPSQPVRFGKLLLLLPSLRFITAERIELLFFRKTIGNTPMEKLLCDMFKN
#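 Assay system: NR2E3–RetCOR corepressor complex. Quantity: 1.35 nM GST-NR2E3. Buffer or medium: pH 7.5 Tris-based buffer. Reagent: biotinylated RetCOR corepressor at 7 nM final. Schedule: 5 h at 4 °C. Detection: TR-FRET, emission read at 617 and 671 nm. Replicates: one well per compound, singlicate testing.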
# Vif imaging: blocks HIV Vif function; inhibition, % at 7.49 µM; hit rate 0.35% among 340,000; HEK293T cells, Vif self-association by quenched fluorescence, imaging, 24 h; AID 602346; in the data active = inhibition above about 50%, passing the limit was not always enough; inconclusive = no clear call, values can overlap the other calls; inactive = below about 31%; note: some results filed as inactive read as strong as hits
# NR2E3 ag-2: agonists of human NR2E3 nuclear receptor; Q9Y5X4; CHO-S Gal4-NCOR/VP16-NR2E3 two-hybrid, luciferase; hit rate 0.35% among 360,000; inhibition of corepressor binding, % at 3.98 µM; AID 602229;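 active = inhibition above the mean of all tested compounds plus 3 SD, cut at about 70% in these data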;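 note: 0% = DMSO with NR2E3 transfected cells and 100% = cells lacking NR2E3 construct; higher means lower luciferase signal from less NR2E3 corepressor binding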
# HIF-2a inh: blocks HIF-2a reporter activity | inhibition, % at 18.8 µM | 786-0 RCC cells HIF-2a reporter, luciferase luminescence, overnight | hit rate 0.72% among 360,000;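 active = inhibition of the luminescence signal of 40% or more relative to plate controls, in a single-dose primary screen at 18.75 µM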
# CF NFkB block: cystic fibrosis NF-kB activation inhibition. KKLEB NF-kB-GFP reporter, PAF-induced, GFP fluorescence overnight. inhibition, % at 5 µM. hit rate 0.86% among 360,000. AID 588850;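 active = at least 50% inhibition at 5 µM, scaled per plate between neutral and stimulator controls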;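 note: PAF is a Pseudomonas aeruginosa culture filtrate used as stimulus; plate controls were PAF-stimulated DMSO wells for no effect and unstimulated DMSO wells for full effect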
# TRPM1 prom inh: MITF TRPM1 promoter inhibition in SK-MEL-5 cells. SK-MEL-5 TRPM1 promoter luciferase, 24 h. inhibition, % at 12.5 µM. hit rate 0.83% among 330,000. AID 488899;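 active = mean inhibition across replicates of 60% or more, whatever share of single replicates reaches that level; inconclusive = some that reach 60%, reason not given; inactive = mean inhibition across replicates below 60%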; note: values of inactives mirror those of a sister screen read the other way
# Shn3 3UTR inh: reduces Shn3 3'UTR luciferase signal in osteoblasts; Clone20 osteoblast Shn3 3'UTR firefly luciferase, 24 h; inhibition, % at 12.5 µM; hit rate 0.52% among 360,000; AID 588674;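 active = mean inhibition of at least 75% with every replicate also reaching 75%; inconclusive = mean inhibition at least 75% but some replicate below; inactive = mean inhibition below 75%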;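 note: 0% = median of neutral control wells and 100% = pilot-screen positive control compound; some compounds past the cut are filed as inactive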
# An asterisk follows results filed as active; ? = inconclusive; nt = not tested or not shown.
SMILES,Peg3 promoter,PDI inh,CaV13 FRET inh,KKLEB cytotox,NR2E3 ag-1,Vif imaging,NR2E3 ag-2,HIF-2a inh,CF NFkB block,TRPM1 prom inh,Shn3 3UTR inh
O=C(NCC1COCCO1)c1ccc2nc(Cc3cccc(Cl)c3)oc2c1 (stereo not drawn),-54.7,-9.7,-6.5,-4.0,0.1,-4.1,-53.4,-124.3,-6.0,-28.5,-3.3
COC(=O)c1sccc1S(=O)(=O)Nc1ccc(N2CCCCC2)cc1,3.8,0.2,-4.5,6.6,0.3,-2.8,4.0,7.2,-5.1,13.9,35.1
CC1CC(C)(C)NC(=S)N1CCCC(=O)Nc1ccc(Cl)cc1 (stereo not drawn),16.5,-7.8,-2.4,24.0,-2.4,-2.3,-50.3,12.8,-5.8,1.9,6.6
Clc1ccc(-c2csc(N3CCN(c4ccccc4)CC3)n2)cc1,20.1,2.9,-5.0,6.9,1.8,-7.7,7.6,0.8,-2.7,-7.8,4.3
COc1ccc(-n2ncc(C(C)NS(=O)(=O)c3ccc(C)s3)c2C)cc1 (stereo not drawn),11.4,-5.0,-5.9,-6.9,-2.0,nt,-12.4,4.4,19.9,2.3,-24.5
Cc1cccc(-n2cc(C(=O)O)c(=O)cc2C)c1,-0.8,3.0,-5.1,3.3,1.2,13.5,-9.6,2.7,3.7,19.1,4.2
O=C(CCC(=O)OCC(=O)c1ccc([N+](=O)[O-])cc1)NC1CCCCC1,3.8,16.9,-6.1,6.9,1.3,2.8,8.8,-0.9,-5.6,5.8,-20.5
Cn1c(CCC(=O)OCC(=O)NCC(F)(F)F)nc(=O)c2ccccc21,1.6,-11.1,4.0,8.4,1.2,3.7,-22.1,16.9,1.5,-3.3,3.8
CC(NS(=O)(=O)c1ccc(OCC(=O)NCc2ccccn2)cc1)c1ccccc1 (stereo not drawn),6.9,3.4,-1.4,1.6,-3.8,14.4,3.4,12.7,14.0,1.5,5.7
N#C/C(=C/c1ccc(F)cc1)c1nc(CCN2C(=O)c3ccccc3C2=O)cs1,15.5,-7.0,-5.1,0.6,1.4,1.1,-5.3,-6.7,7.1,16.1,6.1
COc1cccc(NC(=O)Nc2ccc(C(C)(C)C)cc2)c1,-252.4,0.2,-3.9,-10.5,nt,-4.3,-118.5,-275.8,1.4,-54.3,-87.9
Cc1ccc(-c2nnc(C)c(N3CC(C)OC(C)C3)n2)cc1 (stereo not drawn),5.2,16.3,-3.7,7.4,0.0,1.4,-30.1,7.5,2.4,6.9,-1.1
CS(=O)CC(O)(c1ccc(F)cc1)C1CC1 (stereo not drawn),6.7,-5.3,-16.9,-1.4,nt,7.1,13.3,6.4,0.8,nt,-6.5
O=C(NC1CCCC1)C1CC(=O)N(c2ccc(F)c(Cl)c2)C1 (stereo not drawn),3.4,5.3,-5.7,-5.5,-1.4,-3.3,-12.4,7.2,7.7,0.2,-1.5
CN(C)c1ccc(C(C(=O)NC2CCCC2)N(Cc2cccnc2)C(=O)c2snc(C(N)=O)c2N)cc1 (stereo not drawn),13.0,11.8,-7.3,-0.5,3.5,25.0,11.8,-3.2,4.5,-11.2,6.1
COc1ccc(-c2cn3c(C)c(C(=O)Nc4ccncc4)sc3n2)cc1,1.1,nt,-6.6,-9.4,-4.7,7.2,14.5,-34.5,-19.7,nt,56.7
CCCc1c(C)nc2c(Br)cccc2c1Cl,-3.6,-2.7,-3.1,-13.7,0.8,3.6,25.7,5.8,-1.4,-3.1,7.0
Cc1ccc(NC(=O)NCC2CCN(Cc3cccc(Cl)c3)CC2)c(Cl)c1,4.9,-0.9,-1.5,0.8,3.9,-10.9,28.6,-4.4,-7.9,-13.8,-7.7
CC(CCc1ccccc1)NC(=O)C(C)OC(=O)c1ccco1 (stereo not drawn),-14.2,-3.5,-5.5,1.8,-2.2,-0.8,-18.5,2.4,-17.6,5.7,-4.3
COc1ccc(C=C2C=C(C(C)(C)C)C(=O)C(C(C)(C)C)=C2)cc1OC,105.0*,-0.9,-5.0,-12.4,2.4,2.3,-1.8,82.0*,43.3,-1.9,93.2*
CN(CC(=O)NNC(=O)CNC(=O)c1cccs1)S(=O)(=O)c1ccc(Cl)cc1,-7.5,-7.4,-6.3,3.8,-0.2,-13.1,4.4,7.1,-0.2,3.3,-3.8
COC(=O)c1ccc(CN2CCCCC2)cc1,2.7,-2.2,-4.5,-1.4,0.6,-0.2,12.8,6.1,2.9,-0.1,17.4
Cc1ccc2[nH]c(=O)c(CN(CC3CCCO3)S(=O)(=O)c3c(C)ccc4nsnc34)cc2c1 (stereo not drawn),27.7,-1.3,-6.1,-10.3,0.7,-3.7,-20.3,-7.0,9.8,0.6,33.1
COc1ccc(NC(=O)c2cc(-c3cccc(OC)c3)on2)cc1,-48.8,3.0,-6.4,-2.7,2.8,-3.0,2.3,-107.0,-23.1,-20.4,-1.9
COc1cc(C2CC(=O)c3cnc(N4CCN(Cc5ccccc5)CC4)nc3C2)cc(OC)c1OC (stereo not drawn),41.8,-3.1,-3.9,-13.1,1.6,-16.2,-8.7,23.3,19.7,28.6,39.4

# As entered above:
# COc1cccc(NC(=O)Nc2ccc(C(C)(C)C)cc2)c1 | KKLEB cytotox = -10.5
# O=C(NCC1COCCO1)c1ccc2nc(Cc3cccc(Cl)c3)oc2c1 (stereo not drawn) | KKLEB cytotox = -4.0

# Additional structures
SMILES,Peg3 promoter,PDI inh,CaV13 FRET inh,KKLEB cytotox,NR2E3 ag-1,Vif imaging,NR2E3 ag-2,HIF-2a inh,CF NFkB block,TRPM1 prom inh,Shn3 3UTR inh
COc1ccc(NC(C)=O)cc1CP(=O)(c1ccccc1)c1ccccc1,5.2,-7.0,-13.7,0.6,0.4,0.2,-28.9,8.9,-0.8,-0.2,6.1
CC(=O)c1ccc(OCC(O)COc2ccc(C(C)=O)cc2)cc1,2.2,-2.3,-5.3,-5.4,-1.4,19.3,-8.8,-16.0,-8.8,3.6,-9.2
CCOC(=O)N1CCC(NC(=O)C2=CCN(S(=O)(=O)c3ccccc3)CC2)CC1,19.8,-1.5,-16.7,5.7,1.4,7.4,-12.0,3.2,0.5,15.7,28.9
CSCC[C@H](NC(=O)Cc1c(C)c2cc3c4c(oc3cc2oc1=O)CCCC4)C(=O)O,-5.4,1.8,-4.1,-10.9,-1.1,-6.7,12.3,2.9,-29.5,4.9,4.2
CCn1c(=O)c(C(=O)Nn2c(C)nc3ccccc3c2=O)c(O)c2ccccc21,16.5,1.4,nt,-2.7,0.9,1.7,-1.0,4.7,-5.5,7.1,6.2
CN1CCN(CC#Cc2ccccc2)CC1CCO (stereo not drawn),0.3,1.3,-3.3,15.2,2.0,3.1,-2.2,11.5,3.7,-3.1,2.8
O=C(NCCN1C(=O)S/C(=C\c2ccccc2)C1=O)C1CCN(S(=O)(=O)c2cccs2)CC1,-82.8,-4.6,-8.3,2.8,1.4,6.1,-24.4,-72.5,-11.5,-30.7,7.1
COC(=O)c1ccc(N=c2sc(C(=O)OC)cc(=O)n2C)cc1,33.2,nt,-4.1,-6.5,nt,-4.7,13.8,25.2,9.2,11.1,-17.6
COc1cccc(N(C(=O)CCl)C(C(=O)NCCc2ccccc2)c2cccs2)c1 (stereo not drawn),109.3*,4.3,-10.6,-89.8*,5.3,-0.3,1.8,93.1*,93.9*,88.5*,36.7
C=CCc1cccc(/C=N/NC(=O)C(=O)Nc2ccc(C)cc2)c1O,-8.7,11.5,-0.1,-0.9,6.5,3.1,-22.9,-32.8,4.1,-10.2,-6.6
CCOc1ccc2c(ccc(/C=C/c3cc(C)c4cccnc4c3O)[n+]2C)c1,100.8*,-10.0,nt,-5.1,nt,-13.9,-16.0,25.7,43.0,74.5*,86.8*
Cn1nccc1C(=O)Oc1cccc(/C=N/NC(=O)c2ccccc2O)c1,-174.5,-3.9,-4.5,4.0,2.6,4.6,-3.7,-72.5,-0.4,-24.8,-96.2
O=S(=O)(NCCOc1cccc2cccnc12)c1ccc(F)cc1,-0.7,4.9,-6.9,3.0,2.6,9.1,-18.1,5.9,-17.0,13.3,25.4
Cc1ccc(NC(=O)CS(=O)Cc2nc(-c3ccc(C)cc3)oc2C)cc1 (stereo not drawn),-3.4,nt,-6.8,-0.8,3.2,-12.9,7.3,-6.6,-10.2,nt,0.4
CC1CN(c2nc3ccccn3c(=O)c2C=O)CC(C)O1 (stereo not drawn),-0.4,6.0,-6.3,3.6,-0.9,-10.3,-5.1,9.2,0.6,-0.1,5.3
CCc1cc(C(=O)N2CCCC(C(=O)c3ccc(C(F)(F)F)cc3)C2)n(C)n1 (stereo not drawn),-11.4,-8.1,-2.7,-9.7,nt,-3.3,27.0,-5.1,9.3,-2.7,9.3
CCc1ccc(/C=C(/C#N)C(N)=S)s1,9.0,-0.8,-0.4,2.2,0.9,16.8,3.9,0.3,-0.4,6.3,-0.8
CCOc1ccc2oc(C(=O)N3CCN(c4ccccn4)CC3)c(C)c2c1,-0.5,1.7,nt,8.2,nt,-14.8,-28.8,-31.7,2.9,-3.9,-11.8
CC(=O)c1cccc(-c2cnc3c(NC=O)cc(-c4cccc(C(=O)N(C)C)c4)cn23)c1,33.8,2.5,-6.1,0.8,nt,nt,13.5,3.4,0.7,nt,-15.5
CCN(CC)C(=S)SC1CCCCN(C(=O)c2ccc(F)cc2)C1=O (stereo not drawn),14.4,4.9,4.5,-13.1,-1.1,2.6,5.6,11.1,1.0,1.0,23.1
CCOC(=O)Cc1csc(NC(=O)COc2ccccc2OCC)n1,9.5,7.2,nt,11.6,-0.3,-1.6,-2.5,3.0,-0.1,-0.1,-3.0
COc1cccc2c1OC1(C)CC2NC(=O)N1 (stereo not drawn),17.4,-13.0,-3.5,-12.5,1.3,-0.1,31.4,4.6,2.2,5.9,8.6
COc1cccc(Cn2cnc3c(NS(=O)(=O)c4cc(Cl)ccc4Cl)c(C)c(C)cc32)c1,28.5,-3.3,-3.9,-17.2,2.2,15.2,-18.5,18.5,21.2,12.2,18.9
O=C(CN1C(=O)c2ccccc2C1=O)Nc1cccc(O)c1,10.9,-3.7,-1.3,9.7,0.4,12.9,-11.9,12.2,-32.7,-2.4,-7.7
NCCN1C(=O)S/C(=C\c2ccc3c(c2)OCO3)C1=O,-7.7,-4.6,-3.0,11.4,-7.8,5.6,-4.8,86.1*,-14.3,?,62.6
O=C(Cn1cnc2nc3n(c2c1=O)CCC3)NCc1ccccc1,-2.2,24.2,8.7,-8.5,2.0,1.1,-5.6,20.0,1.2,13.6,-4.7
CCOc1ccc(S(=O)(=O)NCCC(=O)NCc2ccc(OC)c(OC)c2)cc1,4.7,7.7,-4.6,0.2,6.2,-1.3,-27.5,-3.1,-4.5,6.5,-12.3

# Compound activity deposited in PubChem by several laboratories.
